Screens: PubChem BioAssay, several laboratories
CDK5 p35 inh – blocks human CDK5/p35 kinase activity | Q00535+Q15078 | Recombinant CDK5/p35, ADP-Glo luminescence, 60 min | inhibition, % at 10 µM | actives 0.01% (n = 330,000);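 active means highest replicate inhibition of at least 50% and at least 75% of replicates reaching 50%; inconclusive means only one of the two criteria met; inactive means both criteria failed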;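 further: plate controls were DMSO neutral control for no effect and GW8510 at 10 µM for full effect; many of its hits are not listed in these tables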
Target sequence (Q00535 whole entry, looked up): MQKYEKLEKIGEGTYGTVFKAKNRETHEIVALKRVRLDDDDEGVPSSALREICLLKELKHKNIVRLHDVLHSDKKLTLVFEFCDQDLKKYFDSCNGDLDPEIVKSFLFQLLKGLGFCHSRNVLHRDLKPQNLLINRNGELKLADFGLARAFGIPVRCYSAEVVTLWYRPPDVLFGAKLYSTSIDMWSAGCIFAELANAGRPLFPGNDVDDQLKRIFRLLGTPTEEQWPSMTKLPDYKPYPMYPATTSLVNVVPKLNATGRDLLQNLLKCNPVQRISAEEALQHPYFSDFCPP
Target sequence (Q15078 whole entry, looked up): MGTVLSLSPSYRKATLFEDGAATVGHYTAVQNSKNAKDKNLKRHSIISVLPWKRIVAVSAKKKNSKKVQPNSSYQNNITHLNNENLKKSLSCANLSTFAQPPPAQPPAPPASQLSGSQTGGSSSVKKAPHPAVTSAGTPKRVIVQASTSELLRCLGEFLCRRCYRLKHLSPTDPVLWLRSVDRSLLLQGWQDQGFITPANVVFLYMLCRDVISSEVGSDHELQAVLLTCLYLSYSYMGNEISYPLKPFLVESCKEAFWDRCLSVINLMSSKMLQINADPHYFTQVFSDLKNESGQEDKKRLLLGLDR
SUMO Mot1 rescue – blocks SUMOylation pathway, rescuing yeast Mot1-301 growth | S. cerevisiae Mot1-301 growth rescue, ATP luminescence, 38.5C; percent above DMSO median, 100 means doubled | growth rescue, % at 18.8 µM | actives 1% (n = 320,000) | AID 2716;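 active means every valid replicate shows activation above 250% relative to neutral control wells; inactive means the rest, any valid replicate at or below 250%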;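 further: OY570 slx delta 5 strain wells were the positive control but not used for scaling; some compounds called inactive have numbers as strong as hits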
dFosB activator – enhances mouse delta FosB homodimer DNA binding; P13346; actives 0.99% (n = 340,000); activation, % at 25 µM; purified delta FosB, TAMRA-CDK5 oligo fluorescence polarization; percent of positive-control signal above neutral wells;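 active means mean activation above about 17%, with every replicate also reaching it, limit read from the data, passing the limit was not always enough; inconclusive means only one of the two conditions met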;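 further: fluorescence polarization rise as delta FosB binds a TAMRA Cdk5 AP-1 oligo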
Target sequence (P13346 whole entry, looked up): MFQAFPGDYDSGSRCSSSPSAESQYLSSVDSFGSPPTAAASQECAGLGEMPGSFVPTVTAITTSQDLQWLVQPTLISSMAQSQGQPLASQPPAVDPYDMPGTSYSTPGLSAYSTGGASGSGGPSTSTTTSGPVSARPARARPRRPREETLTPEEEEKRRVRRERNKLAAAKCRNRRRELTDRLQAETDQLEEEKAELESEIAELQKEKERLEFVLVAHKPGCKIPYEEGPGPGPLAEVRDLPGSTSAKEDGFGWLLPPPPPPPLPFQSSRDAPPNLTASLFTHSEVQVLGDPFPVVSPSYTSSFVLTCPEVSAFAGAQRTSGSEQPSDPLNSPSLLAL
cardiac RTF act – increases calcium sensitivity of human cardiac regulated thin filaments; P19429+P45379; IANBD-labeled TnC RTF fluorescence at EC20 calcium; 0% EC20 calcium, 100% full calcium; activation, % at 7.2 µM; actives 0.24% (n = 340,000); AID 493008;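 active means activation above the mean over all tested compounds plus 3 SD, cut at about 30% in these data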;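 further: rise in fluorescence read as greater calcium sensitivity of cardiac thin filaments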
Rtt109 HAT inh – inhibitors of Candida albicans Rtt109/Vps75 histone acetyltransferase | inhibition, % at 34.9 µM | purified Rtt109/Vps75, ThioGlo CoA-SH fluorescence, 4 h | actives 0.16% (n = 330,000) | AID 540336 | Q5AAJ8;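 active means inhibition of at least 50% in every replicate; inconclusive means best replicate reaches 50% inhibition but some replicates fall short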
PvdQ acylase – blocks Pseudomonas aeruginosa PvdQ acylase activity; actives 0.063% (n = 340,000); purified PvdQ acylase, fluorescence plate reader; inhibition, % at 10 µM; in the data active means inhibition above about 30%, passing the limit was not always enough; inconclusive means no clear call, values can overlap the other calls;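 further: 0% = vehicle neutral wells and 100% = reference inhibitor wells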
NSD2 inh – inhibitors of human histone methyltransferase NSD2; NSD2 peptide methylation, AlphaScreen, 120 min; inhibition, % at 12.5 µM; actives 0.54% (n = 310,000); AID 743445; in the data active means inhibition above about 50%
PfHsp90 set2 – reduces growth (ATP signal) of yeast expressing P. falciparum Hsp90; S. cerevisiae expressing PfHsp90, BacTiter-Glo ATP, 48 h; yeast lacking PDR1 and PDR3 efflux regulators; actives 0.32% (n = 310,000); inhibition, % at 9.4 µM; AID 504621;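 active means every replicate shows inhibition above about 80%, whatever the replicate mean, limit read from the data; inconclusive means mean inhibition reaches the set limit but some replicate falls short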;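 further: 0% = DMSO neutral controls and 100% = 20 µM radicicol positive controls; yeast relying on Plasmodium falciparum Hsp90 in place of its own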
LANA DNA inh – inhibitors of KSHV LANA C-terminal domain DNA binding | MBP-C-LANA/FAM-LBS DNA binding, fluorescence polarization | inhibition, % at 9 µM | actives 0.078% (n = 340,000) | AID 504423;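 active means highest replicate inhibition at or above 60% at 9 µM, even if other replicates fall short; inactive means all replicates below 60% inhibition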;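 further: 0% = neutral control wells and 100% = 4 µM acridine orange control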
Keap1-Nrf2 PPI – inhibitors of human Keap1-Nrf2 protein-protein interaction; Q14145; Keap1 Kelch-Nrf2 peptide fluorescence polarization, 1536-well; inhibition, % at 9.4 µM; actives 0.15% (n = 340,000); AID 504523; in the data active means inhibition above about 12%; inconclusive means no clear call, values can overlap the other calls; inactive means below about 7.3%;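 further: human Keap1 Kelch domain with fluorescein labeled Nrf2 9mer peptide probe; 0% = neutral control wells and 100% = peptide positive control; higher means more block of Keap1 binding to Nrf2 peptide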
RTF Ca sens inh – cardiac RTF calcium desensitization; P19429+P45379; IANBD-labeled cardiac RTF, Ca2+ fluorescence; inhibition, % at 7.15 µM; actives 0.12% (n = 340,000);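 active means inhibition above the mean inhibition of all tested compounds plus 3 SD, cut at about 17% in these data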;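 further: assay run at fixed EC70 calcium of 1.6 mM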
* hit, by the source's call; ? = inconclusive; / = no result given; + = active, no number.

SMILES	CDK5 p35 inh	SUMO Mot1 rescue	dFosB activator	cardiac RTF act	Rtt109 HAT inh	PvdQ acylase	NSD2 inh	PfHsp90 set2	LANA DNA inh	Keap1-Nrf2 PPI	RTF Ca sens inh
COCn1c(=O)c2c(nc(SC3=NCCS3)n2Cc2ccccc2C)n(COC)c1=O	-4.8	7	-6	6	5	-6	/	-67	0.6	-4	-11
CCc1c(C)nc(SCc2cccnc2)[nH]c1=O	0.6	7	1	9	-13	-3	-5	-2	0.1	5	-2
COc1ccc(/C=C/C(=O)Nc2sc(Cc3ccccc3)c(C)c2C(N)=O)cc1	-1.2	-14	1	-5	1	6	-2	-8	2.7	4	0
Cc1ccccc1-c1coc2cc(O)ccc2c1=O	-0.4	-7	-1	-3	-5	-4	2	-31	1.8	0	-9
CCCc1cc(=O)oc2cc(OCC(=O)NCCCn3ccnc3)ccc12	-2.7	7	-18	2	1	-26	4	-18	0.1	-10	-3
CC(=O)OCCN(Cc1ccccc1)Cc1ccc2c(c1)OCO2	-3.8	-5	-4	1	-2	-6	-13	-35	1.5	-4	-1
O=C(NCc1nnnn1-c1ccc(F)c(F)c1)c1cc2ccccc2o1	0.4	39	-5	-6	-4	-4	0	/	-1.1	-2	-7
O=C(N/N=C/C1C(c2ccccc2)C1(Cl)Cl)c1cccc(Br)c1 (centres undefined)	0.9	28	-11	4	7	-10	2	14	-1.1	0	2
O=C(O)CN(Cc1ccccc1)S(=O)(=O)c1ccc(F)cc1	-2.2	234	5	5	8	-10	0	/	-0.3	-1	-4
Cc1cnc(C(=O)Nc2ccc(C(C)C)cc2)cn1	-0.7	-17	-4	-9	2	-3	-2	1	1.0	-5	7
Cc1ccc(C(=O)OCC(=O)Nc2ccccc2Sc2ccccc2)cc1C	1.1	/	-7	12	3	-8	-3	11	0.3	-2	2
CCc1nnc(NC(=O)CC(C)c2ccccc2)s1 (centres undefined)	-1.3	8	-1	-7	-3	-13	2	0	2.3	3	-7
COCCCNC(=O)CCCn1c(=O)c2ccccc2n(CC(=O)Nc2c(C)cc(C)cc2C)c1=O	1.3	-1	-2	-11	-3	-9	-1	25	2.5	-4	5
Nc1nc(SCC(=O)NNc2c(Cl)cc(Cl)cc2Cl)n[nH]1	-0.1	3	-2	7	-15	-15	16	8	0.9	-2	-15
COc1ccc([N+](=O)[O-])cc1NC(=O)C(C)OC(=O)c1cccnc1Cl (centres undefined)	-2.0	-14	-4	-2	7	1	-2	-19	0.4	2	-4
CCOC(=O)c1sc(NC(=O)C(C)C)c(C#N)c1C	-0.2	25	3	-2	-4	-11	-3	5	-1.1	-4	-19
CCOc1ccc(CCNC(=O)COC(=O)Cn2nc(C)c([N+](=O)[O-])c2C)cc1OCC	-4.0	-6	-11	1	1	-3	3	/	0.0	-1	6
O=C(N/N=C/c1cc([N+](=O)[O-])ccc1O)c1cc(-c2ccccc2)nc2ccccc12	0.1	329	-2	6	7	-11	0	-20	1.0	-4	-3
CC1(C)NC(=O)N(CC(=O)O)C1=O	-0.4	574*	-5	-3	1	-1	0	13	-0.8	0	0
O=C1CC(=O)N(CCc2ccc(F)cc2)C(=O)N1	1.8	10	-8	1	?	2	-2	9	-1.7	-2	0
CCn1cnc2cc([N+](=O)[O-])ccc21	-0.2	4	-1	2	10	2	34	/	-1.5	2	-1
CCOc1ccc(C(=O)Nc2ccc(-c3nc4ccccc4[nH]3)cc2)cc1[N+](=O)[O-]	-4.5	8	-5	12	4	-27	2	-21	1.0	0	-4
Cc1c(C(=O)NC(C)C)oc2c1-c1[nH]ncc1CC2	1.8	+	3	6	9	-5	55*	-43	1.8	-8	-11
Cc1ccc(S(=O)(=O)N(C)C[C@@H]2Oc3c(NC(=O)C4CC4)cccc3C(=O)N([C@@H](C)CO)C[C@@H]2C)cc1	-1.5	10	-9	-6	-1	-20	/	0	0.1	-7	-6
CCOc1ccc(NC(=O)Nc2cc(C)ccc2F)cc1	1.0	-45	6	-5	-6	4	-2	24	-0.5	2	-4
Nc1nc(NC(=O)/C=C/c2ccc(F)cc2)nn1-c1ccccc1	4.2	-1	0	-1	6	-13	-1	21	-0.4	4	2
COC(=O)COc1ccc(C(=O)OC)cc1	1.0	-10	0	1	-13	9	/	13	4.2	-1	11
CC(c1ccco1)N(C(=O)C12CC3CC(CC(C)(C3)C1)C2)c1ccccn1 (centres undefined)	1.1	7	3	-1	21	-16	/	/	-1.0	-7	-4
COc1cc(/C=N/NC(=O)c2cc(C)oc2C)cc(OC)c1OC	-5.4	225	0	9	-1	-13	2	13	-0.7	-5	-11
Cc1ccc(COc2ccsc2C(=O)O)cc1	0.8	/	7	0	3	-15	0	-31	3.0	1	-32
CCOC(=O)c1[nH]c2ccc(OCC)cc2c1NC(=O)CN1CCC2(CC1)OCCO2	-0.3	-11	-1	2	-32	0	-1	9	-0.4	2	2
Cc1cc(Cl)ccc1NC(=O)CSc1nnc(-c2ccncc2)n1Cc1ccco1	-2.3	-12	-6	-3	2	-3	1	-17	-2.5	-2	-7
C=CCc1cccc2ccc(=O)oc12	1.6	/	-3	3	0	0	-2	13	-1.1	-3	-1
COc1cc(/C=N/NC(=O)CSc2ccccn2)ccc1O	-1.8	-6	-5	2	1	-8	-2	-12	0.9	0	3
O=C(COC(=O)c1ccccn1)Nc1nccs1	0.3	-9	-1	-9	0	-2	-1	-37	-1.2	0	-7
O=c1cc(O)c2c(=O)[nH]c(=O)n(-c3ccccc3)c2[nH]1	-0.5	0	-2	-3	6	-12	4	-14	-0.4	-7	-13
Cc1ccc(NS(=O)(=O)c2ccc(C(=O)NCc3ccc(S(N)(=O)=O)cc3)cc2)cc1	-0.3	-4	-7	2	-4	-12	1	/	-1.0	5	1
COc1ccc(OCC(O)COc2ccc(C(=O)O)cc2)cc1 (centres undefined)	-1.5	2	3	0	-3	-11	0	-5	0.8	0	-2
CN1CCN(NC(=O)c2ccc(Br)s2)CC1	3.2	9	-4	0	-14	-12	3	26	-2.6	-2	-4
COc1ccccc1CNC(=O)CN1C(=O)NC2(CCCc3ccccc32)C1=O (centres undefined)	-1.0	-2	-3	0	4	-11	0	/	3.5	-3	-1
O=C(Nc1nc2n(n1)C(c1ccccc1)CC(c1ccc(Cl)cc1)N2)c1ccco1 (centres undefined)	0.4	-9	-16	0	23	-8	2	-23	-1.5	-1	3
O=[N+]([O-])c1ccc(NN=Cc2cccc(O)c2)nc1	37	/	-3	-6	-6	-3	2	-10	-0.3	0	-11
COc1ccc(C(=O)Nc2ccc(OCC(F)(F)C(F)F)c(C(F)(F)F)c2)cc1OC	-1.0	-3	-10	-5	-5	-6	-6	-11	-1.4	-8	-3
CCOC(=O)C1=NN(C(=O)Cc2ccccc2)C(O)(c2ccc(Cl)cc2)C1 (centres undefined)	1.9	0	-4	2	9	-11	-1	0	-0.4	-3	-4
O=C(CN(Cc1ccco1)C(=O)CCC(=O)Nc1nccs1)NCc1ccccc1	-1.2	118	-5	-2	2	5	2	-2	0.7	-3	5
CCC(=O)Nc1ccc(Cl)c(NC(=O)c2c(OC)cccc2OC)c1	0.1	1	1	2	1	-10	-6	3	-0.6	-1	1
CCC(Oc1ccccc1)C(=O)Nc1ccccc1N1CCCCC1 (centres undefined)	-3.2	-4	-8	1	-1	-12	-6	36	-0.1	-9	4
CC(=O)N1CCOc2ccc(S(=O)(=O)NC(C)c3ccccc3)cc21 (centres undefined)	0.0	3	5	-8	-1	1	2	12	0.5	-4	2
COc1cccc(/C=N/NC(=O)CNC(=O)c2ccc3c(c2)OCCO3)c1O	-1.9	11	-2	6	-3	-14	0	-55	2.2	-5	5
COc1cc(/C=C2\SC(=S)N(C(C(=O)O)c3ccccc3)C2=O)ccc1O (centres undefined)	2.6	-5	23*	6	-7	1	14	12	-42	-26	-5
CCOc1ccc(CCNC(=O)c2cc(-c3ccccc3)c(N3CCOCC3)s2)cc1OCC	1.4	44	-3	2	-2	-11	-2	-19	-0.5	-1	5
Cc1ccc(NC(=O)COC(=O)CC2CCCC2)cc1Cl	0.3	42	-11	6	-11	-4	/	/	0.5	0	-9
COc1ccc(OCC(=O)N2CCN(C(=O)c3ccc([N+](=O)[O-])cc3)CC2)cc1	1.8	-17	-2	2	-3	-8	0	13	2.5	-5	-6
CC1CCN(C(=O)COC(=O)c2cc(Cl)c3c(c2)OCO3)CC1	-0.5	-3	-13	3	2	-19	-1	/	-1.6	-5	-3
C=CC(=O)NCC1OCCc2ccccc21 (centres undefined)	-8.5	-7	3	11	0	-9	-1	16	0.7	-7	-6

10 neighbouring compounds out of the list so far:
SMILES	CDK5 p35 inh	SUMO Mot1 rescue	dFosB activator	cardiac RTF act	Rtt109 HAT inh	PvdQ acylase	NSD2 inh	PfHsp90 set2	LANA DNA inh	Keap1-Nrf2 PPI	RTF Ca sens inh
CCC(=O)Nc1ccc(Cl)c(NC(=O)c2c(OC)cccc2OC)c1	0.1	1	1	2	1	-10	-6	3	-0.6	-1	1
CCC(Oc1ccccc1)C(=O)Nc1ccccc1N1CCCCC1 (centres undefined)	-3.2	-4	-8	1	-1	-12	-6	36	-0.1	-9	4
CC(=O)N1CCOc2ccc(S(=O)(=O)NC(C)c3ccccc3)cc21 (centres undefined)	0.0	3	5	-8	-1	1	2	12	0.5	-4	2
COc1cccc(/C=N/NC(=O)CNC(=O)c2ccc3c(c2)OCCO3)c1O	-1.9	11	-2	6	-3	-14	0	-55	2.2	-5	5
COc1cc(/C=C2\SC(=S)N(C(C(=O)O)c3ccccc3)C2=O)ccc1O (centres undefined)	2.6	-5	23*	6	-7	1	14	12	-42	-26	-5
CCOc1ccc(CCNC(=O)c2cc(-c3ccccc3)c(N3CCOCC3)s2)cc1OCC	1.4	44	-3	2	-2	-11	-2	-19	-0.5	-1	5
Cc1ccc(NC(=O)COC(=O)CC2CCCC2)cc1Cl	0.3	42	-11	6	-11	-4	/	/	0.5	0	-9
COc1ccc(OCC(=O)N2CCN(C(=O)c3ccc([N+](=O)[O-])cc3)CC2)cc1	1.8	-17	-2	2	-3	-8	0	13	2.5	-5	-6
CC1CCN(C(=O)COC(=O)c2cc(Cl)c3c(c2)OCO3)CC1	-0.5	-3	-13	3	2	-19	-1	/	-1.6	-5	-3
C=CC(=O)NCC1OCCc2ccccc21 (centres undefined)	-8.5	-7	3	11	0	-9	-1	16	0.7	-7	-6
